Lamin A splicing: modulators of lamin A splicing. hit rate 0.01% among 200,000. HeLa LMNA splicing GFP/RFP minigene ratio, 48 h. Potency, µM (titrated, usually from 46.1 µM), inactives show at the top dose ratio change, negative = inhibition, actives largely listed as inhibitors; active = well fitted inhibition curve with a large enough effect in the signal ratio, with a control signal flat, not every such curve was filed as active; inconclusive = small, poorly fitted or top-dose-only effect, or effect the other way, or a change in a side signal; the % refers to the signal ratio
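S3 HeLa stable clones carrying a lamin A-EGFP splicing minigene plus DsRed2 were seeded at 600 cells/well in Opti-MEM with 2% FBS, pin-dosed and incubated 48 h at 37°C. Acumen cytometry (488 nm) gave the GFP/RFP total-intensity ratio.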
Tau fibril ThT: blocks human tau fibril formation measured by thioflavin T | recombinant tau K18 P301L, heparin-induced fibrillization, ThT fluorescence | Potency, µM (series often up to 57.4 µM), without a hit: at the highest dose activity, negative = inhibition, usual class: inhibitors | hit rate 2.1% among 270,000 | AID 1460; active = well fitted inhibition curve with a large enough effect; inconclusive = small, poorly fitted or top-dose-only effect; note: nearly all actives have a fitted effect of over 55% in size
Target sequence (P10636 561-689 P618L limits assumed): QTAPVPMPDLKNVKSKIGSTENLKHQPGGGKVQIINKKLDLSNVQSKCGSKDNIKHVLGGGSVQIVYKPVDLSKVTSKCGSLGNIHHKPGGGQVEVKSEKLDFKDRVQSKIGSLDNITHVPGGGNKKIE
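Fibril formation assay: tau K18 P301L at 15 uM with trace Alexa 594 label, heparin inducer 20 uM, pH 7 sodium acetate buffer, 37 C for 6 hr; endpoint ThT signal.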
* marks the source's active call; other numbers are inactive results; ? = inconclusive; [ ] = remark or other dose. % is set by controls: 0 for no effect and ±100 for the full control effect; potency is the fitted concentration of half-maximal effect. Some of the compounds tested; the hit share may differ from the screen's.

SMILES	Lamin A splicing	Tau fibril ThT
CCOc1ccc(-c2cccc(NS(=O)(=O)c3ccc(C)s3)c2)nn1	-10%[46 µM]	-11%
Cn1c(=O)c2sccc2n2c(CCCC(=O)Nc3ccc(Cl)cc3)nnc12	18%[46 µM]	6%
CC(C)c1ccc(NC(=O)c2cc(S(=O)(=O)N3CCCCC3)cn2C)cc1	1%[46 µM]	3%
CNC(=O)c1c(NC(=O)c2cc(=O)c3ccccc3o2)sc2c1CCC2	?	?
Cc1ccc(C(c2sc3nc(-c4ccco4)nn3c2O)N2CCOCC2)cc1 (stereo not drawn)	14%[46 µM]	-6%
CCOc1cccc(CC(=O)N2CCc3c([nH]c4ccccc34)C2c2ccc(F)cc2)c1OCC (stereo not drawn)	?	-3%
CCc1ccc(-n2c(=O)c3c(C)c(C(=O)N(C)C)sc3n(Cc3ccccc3C#N)c2=O)cc1	-1%[46 µM]	-1%
CC(C)(C)C(=O)Nc1cc(-c2cccc(Br)c2)nn1-c1ccccc1	-3%[46 µM]	-2%
COc1ccccc1N1CCN(C(=O)C2CCCN(S(=O)(=O)c3ccc4c(c3)CCCN4C(C)=O)C2)CC1 (stereo not drawn)	?	-1%
CN1C(=O)Cc2cc(S(=O)(=O)N3CCN(c4ccccc4F)CC3)ccc21	9%[46 µM]	10%
CC(=O)c1ccc(NC(=O)c2cc(C)nc3c2c(C)nn3-c2ccc(C)cc2)cc1	?	-9%
CCOC(=O)c1c(S(=O)(=O)N2CCCC(C(=O)Nc3cccc(CC)c3)C2)c(C)n(CC)c1C (stereo not drawn)	?	21%
CCc1ccc(NC(=O)c2sc(-n3nc(C)c(Cc4ccc(OC)cc4)c3C)nc2C)cc1	-2%[46 µM]	-1%
O=C(Nc1cccc(C(=O)OCc2cc(=O)n3ccsc3n2)c1)c1ccc(F)cc1	7%[46 µM]	-2%
CCSc1nnc2c(n1)OC(c1ccc(OCC(=O)O)cc1)Nc1ccccc1-2 (stereo not drawn)	10%[46 µM]	-11%
O=C(CN1C(=O)CCc2cc(S(=O)(=O)N3CCCCC3)ccc21)NCc1ccc(Cl)cc1	13%[46 µM]	3%
Cc1cc(C)c(NC(=O)c2ccc3nc(C(C)C)oc3c2)c(C)c1	2%[46 µM]	-4%
O=C(CSc1nc2c([nH]c3ccccc32)c(=O)n1-c1ccc(F)cc1)NCC1CCCO1 (stereo not drawn)	2%[46 µM]	0%
CCOc1ccccc1N(CC)C(=O)c1noc2c1COc1ccc(C)cc1-2	-5%[46 µM]	-6%
CCCN(CCC)CCCNC(=O)c1nn(C)c2c1CS(=O)(=O)c1ccccc1-2	?	-15%
Cc1nc2ccccc2c(=O)n1-c1ccc(NC(=O)c2ccccc2[N+](=O)[O-])cc1	20%[46 µM]	-3%
Cc1cccc(Cn2c(CN3CCC(C(=O)NCc4cccnc4)CC3)cc3ccccc32)c1	4%[46 µM]	-1%
CC(C)OCCCn1c(SCc2ccccc2Cl)nc2c(sc3ccccc32)c1=O	-27%[46 µM]	8%
COCCCNC(=O)c1ccc(NC(=O)N2CCCCc3ccccc32)cc1	2%[46 µM]	-4%
O=C1COc2cc(S(=O)(=O)CCC(=O)NC3CCCCC3)c(Cl)cc2N1	0%[46 µM]	?

Additional results.
SMILES	Lamin A splicing	Tau fibril ThT
CN(CC(=O)Nc1cccc(C#N)c1)S(=O)(=O)c1cc2c(cc1Cl)NC(=O)CO2	5%[46 µM]	8%
Cc1ccc(C)c(Cn2c(SCC(=O)N(C)Cc3ccccc3)nc3ccccc32)c1	-7%[46 µM]	-6%
COc1ccc(Nc2cc(C)c3cc(NC(=O)Cc4ccc(Cl)cc4)ccc3n2)cc1	-12%[46 µM]	11µM*
CCN(CCCNC(=O)c1ccc(Sc2ccc(Cl)cc2)c(NC(C)=O)c1)c1ccccc1	-24%[46 µM]	?
Cc1nn(C(=O)c2cccc(F)c2)c(C)c1S(=O)(=O)N1CCCCCC1	7%[46 µM]	?
Cc1cn(C)c(CC(=O)NCc2ccc(F)cc2)c1C(=O)O	-9%[46 µM]	7%
CCOCCCn1c(SCC(=O)Nc2ccc(OC)cc2OC)nc2ccccc2c1=O	?	-13%
Cn1ncc2c(NCc3cccc(Cl)c3)ncnc21	-7%[46 µM]	10%
CCN1CCN(c2ncc3c(n2)CCN(Cc2ccc(Br)s2)C3)CC1	2%[46 µM]	-7%
CN(C)c1ccc(-c2noc(C3CC(=O)N(c4ccc5c(c4)OCCO5)C3)n2)cc1 (stereo not drawn)	?	?
Cc1cc(C)c(S(=O)(=O)NCCc2sc3nc(-c4ccc(F)cc4)nn3c2C)c(C)c1	-28%[46 µM]	-14%
CCc1ccc(-c2[nH]nc3nc(-c4ccc(OC)cc4)cc(C(=O)NCCc4ccc(OC)c(OC)c4)c23)cc1	14%[46 µM]	-4%
CCC1=Nc2cc(C(=O)NCc3ccc(C)cc3)ccc2Sc2ccc(C)cc21	?	-4%
CCS(=O)(=O)N1CC(=O)N(c2cc(C)cc(C)c2)C(C)(C(=O)NC2CCCCC2)C1 (stereo not drawn)	-9%[46 µM]	11%
CC(=O)c1cccc(NC(=O)c2cc(-c3ccc4c(c3)OCCO4)on2)c1	-1%[46 µM]	?
CCN1CCN(Cc2c(O)ccc3cc(-c4ccc(OC)cc4)c(=O)oc23)CC1	3%[46 µM]	2%
COc1cc(NS(=O)(=O)c2cc(Br)cc3c2N(C(C)=O)C(C)C3)cc(OC)c1 (stereo not drawn)	4%[46 µM]	-1%
CCOC(=O)c1cccc(NC(=O)C(CC(C)C)N2Cc3ccccc3C2=O)c1 (stereo not drawn)	?	-3%
Cc1ccc(NC(=O)C2CCN(C(=O)c3sc4nc[nH]c(=O)c4c3C)CC2)cc1F	?	0%
Cc1ccc(C)c(NC(=O)CN2C(=O)c3cccnc3Oc3ccc(C)cc32)c1	5%[46 µM]	-7%
CCn1ccc2cc(S(=O)(=O)N3CCCN(C(=O)NCC(=O)OC)CC3)ccc21	6%[46 µM]	4%
Fc1ccc(-n2ncc3c(NCCC4=CCCCC4)ncnc32)cc1	-22%[46 µM]	-2%
COc1ccc(NC(=O)Nc2cccc(-c3noc(C)n3)c2)cc1	1%[46 µM]	-6%
Cc1cccc(S(=O)(=O)c2cn(Cc3ccc(F)cc3)c3cc(N4CCOCC4)c(F)cc3c2=O)c1	-21%[46 µM]	-5%
C=Cc1ccc(Cn2nc(-c3ccc(C)c(S(=O)(=O)N(CC)CC)c3)ccc2=O)cc1	4%[46 µM]	-13%

Some of these compounds in order of heavy-atom count, highest first.
SMILES	Lamin A splicing	Tau fibril ThT
CCc1ccc(-c2[nH]nc3nc(-c4ccc(OC)cc4)cc(C(=O)NCCc4ccc(OC)c(OC)c4)c23)cc1	14%[46 µM]	-4%
CCOCCCn1c(SCC(=O)Nc2ccc(OC)cc2OC)nc2ccccc2c1=O	?	-13%
Cc1ccc(C)c(Cn2c(SCC(=O)N(C)Cc3ccccc3)nc3ccccc32)c1	-7%[46 µM]	-6%
Cc1ccc(NC(=O)C2CCN(C(=O)c3sc4nc[nH]c(=O)c4c3C)CC2)cc1F	?	0%
Cc1ccc(C)c(NC(=O)CN2C(=O)c3cccnc3Oc3ccc(C)cc32)c1	5%[46 µM]	-7%
Cc1cn(C)c(CC(=O)NCc2ccc(F)cc2)c1C(=O)O	-9%[46 µM]	7%

Other results follow.
SMILES	Lamin A splicing	Tau fibril ThT
CCCCNC(=O)CCCCCn1c(=O)[nH]c2ccccc2c1=O	?	-3%
CN1CCN(Cc2c(O)ccc3cc(-c4ccccc4)c(=O)oc23)CC1	-9%[46 µM]	5%
O=S(=O)(NCCS(=O)(=O)N1CCN(c2cccc(Cl)c2)CC1)c1ccc(F)cc1	8%[46 µM]	12%
CC(=O)Nc1ccc(NS(=O)(=O)c2cc3c4c(c2)CC(=O)N4CCC3)cc1	6%[46 µM]	-5%
Cc1ccc(Cn2c(CN3CCC(C(=O)NCC(C)c4ccccc4)CC3)cc3ccccc32)cc1 (stereo not drawn)	-28%[46 µM]	0%
Cc1cc(C)n(CCC(=O)Nc2ccc(Cl)cc2)n1	-9%[46 µM]	1%
O=C(NCc1ccc(Cl)cc1)C(=O)NCC(c1cccs1)S(=O)(=O)c1ccc(Cl)cc1 (stereo not drawn)	5%[46 µM]	-2%
O=C(CSC1=Nc2ccccc2N=C(c2ccc(F)cc2)C1)Nc1cc(F)ccc1F	-5%[46 µM]	-3%
CC(=O)N1CCCc2cc(S(=O)(=O)N(C)CC(=O)Nc3ccc(F)cc3Cl)ccc21	?	9%
CC(C)COc1ccc(C(=O)Nc2nnc(S(=O)(=O)N(C)Cc3ccco3)s2)cc1	-9%[46 µM]	?
COc1ccc(NC(=O)Cn2nc3c(cc2=O)CCCC3)cc1Cl	?	-1%
CCOc1ccc(NC(=O)N(C(C)C)C2CCN(C(C)=O)CC2)cc1	-5%[46 µM]	-15%
Cc1ccc(Cl)cc1N1CCN(C(=O)c2cnn(C)c2C2CCN(C(=O)OC(C)(C)C)CC2)CC1	-10%[46 µM]	-15%
c1ccc(N2CCN(Cc3cccn3-c3nnc(N4CCN(C5CCCCC5)CC4)s3)CC2)cc1	?	-13%
CCc1ccc(NC(=O)C(=O)NCCc2sc3nc(-c4ccc(OC)cc4)nn3c2C)cc1	7%[46 µM]	-12%
CC(C)CC(=O)Nc1nnc2n1CCS2	30%[46 µM]	-2%
OCCCc1nc2ccccc2n1CCCCOc1ccccc1	8%[46 µM]	-9%
CSc1nc(Nc2ccc(F)cc2)cc(-c2ccccc2)n1	?	2%
Cc1ccc(S(=O)(=O)Nc2ccc(-c3ccc(N4CCCCCC4)nn3)cc2)cc1C	?	-10%
O=C(CSc1nccn1Cc1ccccc1)NC1CCCC1	?	4%
O=C(c1cccn2c(=O)c3cc(Cl)ccc3nc12)N1CCN(c2ccccc2F)CC1	0%[46 µM]	4%
COc1ccc(NC(=O)c2c(NCc3sccc3C)sc3c2CCCC3)c(OC)c1	-9%[46 µM]	?
Cc1cc(C)c(NC(=O)Cn2c(=O)nc(-c3ccccc3)c3cc(Cl)ccc32)c(C)c1	?	?
Cc1ccc(SCC(=O)Nc2ccc3oc(-c4cccc(C)c4)nc3c2)cc1	?	0%
O=C(c1cc(-c2ccc(Br)cc2)n[nH]1)N1CCN(S(=O)(=O)c2ccc(Cl)s2)CC1	5%[46 µM]	3%

Two entries from above, with values under each structure.
Second line of a record: Lamin A splicing, Tau fibril ThT
- O=C(Nc1cccc(C(=O)OCc2cc(=O)n3ccsc3n2)c1)c1ccc(F)cc1
 : 7%[46 µM], -2%
- CN(C)c1ccc(-c2noc(C3CC(=O)N(c4ccc5c(c4)OCCO5)C3)n2)cc1 (stereo not drawn)
 : ?, ?

The list goes on:
SMILES	Lamin A splicing	Tau fibril ThT
CCCNC(=O)CCn1nc(-c2ccc(C)cc2)c2ccccc2c1=O	-11%[46 µM]	-1%
COc1cccc(CNC(=O)C(C)n2c(=O)cc(-c3ccccc3)c3c(C)nn(C)c32)c1 (stereo not drawn)	2%[46 µM]	-13%
CCN(CC)S(=O)(=O)c1ccc(NC(=O)c2c(C)oc3ncnc(N4CCOCC4)c23)cc1	-5%[46 µM]	3%
CC(=O)N1CCCc2cc(S(=O)(=O)N3CCC(C(=O)NCc4ccccc4Cl)CC3)ccc21	13%[46 µM]	-4%
Cc1cccc(NC(=O)Cn2nnc(C(=O)Nc3ccccc3Br)c2N)c1C	?	2%
O=C(Nc1ccccc1OCc1cc(=O)n2ccccc2n1)c1ccccc1F	?	-1%
COc1ccccc1-n1c(=O)n(C)c2c(C(N)=O)nc(-c3cccc(OC)c3OC)nc21	?	0%
CCC(CC)C(=O)Nc1ccc2nc(SCc3ccccc3)sc2c1	19%[46 µM]	2%
COc1ccc(CCNC(=O)CN2C(=O)COc3ccccc32)cc1OC	?	-12%
COc1ccc(OC)c(NC(=O)c2nnn(CC(=O)Nc3ccc(C(C)C)cc3)c2N)c1	?	?
Cc1cc(C)c(S(=O)(=O)Nc2ccc(-c3ccc(N4CCCCC4)nn3)cc2)cc1C	?	-17%
Cc1ccc(CCNC(=O)c2ccc3c(c2)nc2n3CCCCC2)cc1	?	-17%
Cc1ccc(NC(=O)CN2C(=O)C(C)(C)c3cc(S(=O)(=O)N4CCCCC4)ccc32)c(Br)c1	7%[46 µM]	-8%
Cc1ccc(CN2CCCn3nc(C(=O)NC(C)C)cc3C2=O)cc1	-13%[46 µM]	-2%
CCOc1ccc(N2CC(NC(=O)C3CCCCC3)CC2=O)cc1 (stereo not drawn)	6%[46 µM]	-2%
CCOc1ccc(C2C(C(=O)Nc3ccc(OC)cc3)=C(C)Nc3nc(CCCO)nn32)cc1 (stereo not drawn)	8%[46 µM]	10%
CCC(=O)NNc1ncnc2c1cnn2-c1ccc(C)c(Cl)c1	-5%[46 µM]	-9%
COc1cc(OC)c(NC(=O)N2CCSc3ccccc32)cc1Cl	-4%[46 µM]	-6%
Cc1ccc(C)c(NC(=O)CN2C(=O)C3(SCC(=O)N3c3ccc(C)c(C)c3)c3ccccc32)c1 (stereo not drawn)	-12%[46 µM]	-6%
Cc1c(C(=O)Nc2cccc(F)c2)oc2c1-c1nn(Cc3c(F)cccc3Cl)cc1CC2	6%[46 µM]	0%
CCOC(=O)c1noc2ncnc(Nc3ccc(F)cc3F)c12	5%[46 µM]	3%
COc1ccccc1NC(=O)C1CCN(c2ncnc3c2nc2n3CCCCC2)CC1	-7%[46 µM]	-17%
